High-throughput results deposited in PubChem by several laboratories.
Scp1 inh = blocks human Scp-1 phosphatase activity; Q9GZU7; Recombinant Scp1, phosphopeptide, malachite green phosphate absorbance; inhibition, % at 20 µM; hit rate 0.88% among 340,000;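 active means inhibition above about 50% at 20 µM, limit read from the data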;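 further: plate controls were DMSO wells with enzyme for no effect and wells lacking enzyme for full effect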
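Test system – truncated SCP-1 phosphatase (76-261aa) · Reagent – Phosphorylated 17-residue peptide substrate · Incubation – 45 min room-temperature reaction, 5 min colour, 30 min stabiliser · Detection – colorimetric phosphate reagent with accelerator and stabiliser, absorbance at 630 nm · Measure – % inhibition at 20 µM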
STEP inh = STEP (human) phosphatase inhibition; P54829; recombinant STEP, OMFP fluorogenic substrate, fluorescence; inhibition, % at 20 µM; hit rate 0.25% among 360,000; AID 588621;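 active means inhibition at 20 µM, scaled per plate between control wells, above about 37%, limit read from the data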;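 further: 0% = DMSO with enzyme and substrate and 100% = substrate only without enzyme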
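System: STEP (striatal-enriched tyrosine phosphatase) enzyme, cell-free; medium: Bis-Tris pH 6.0 buffer with DTT, detergent; dosing: 20 µM, 1% DMSO; times: reaction 20 min, ambient temperature; detection: fluorescence, 480/540 nm; read-out basis: normalized % inhibition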
Neddylation inh = cullin neddylation inhibition | hit rate 0.58% among 360,000 | calls only at 25 µM | TR-FRET cullin neddylation, biochemical; in the data active means inhibition above about 36%
NRP1-CendR mod = alters CendR peptide binding to human NRP-1 | O14786 | FAM-RPARPAR peptide binding to NRP-1, fluorescence polarization | inhibition, % at 25 µM | hit rate 0.85% among 360,000 | AID 602438;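 active means inhibition or corrected inhibition above about 18%, plus a signal ratio from 0.5 to 1.5, limit read from the data, passing the limit was not always enough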; further: strong numbers were not always called active
Target sequence (O14786 whole entry, looked up): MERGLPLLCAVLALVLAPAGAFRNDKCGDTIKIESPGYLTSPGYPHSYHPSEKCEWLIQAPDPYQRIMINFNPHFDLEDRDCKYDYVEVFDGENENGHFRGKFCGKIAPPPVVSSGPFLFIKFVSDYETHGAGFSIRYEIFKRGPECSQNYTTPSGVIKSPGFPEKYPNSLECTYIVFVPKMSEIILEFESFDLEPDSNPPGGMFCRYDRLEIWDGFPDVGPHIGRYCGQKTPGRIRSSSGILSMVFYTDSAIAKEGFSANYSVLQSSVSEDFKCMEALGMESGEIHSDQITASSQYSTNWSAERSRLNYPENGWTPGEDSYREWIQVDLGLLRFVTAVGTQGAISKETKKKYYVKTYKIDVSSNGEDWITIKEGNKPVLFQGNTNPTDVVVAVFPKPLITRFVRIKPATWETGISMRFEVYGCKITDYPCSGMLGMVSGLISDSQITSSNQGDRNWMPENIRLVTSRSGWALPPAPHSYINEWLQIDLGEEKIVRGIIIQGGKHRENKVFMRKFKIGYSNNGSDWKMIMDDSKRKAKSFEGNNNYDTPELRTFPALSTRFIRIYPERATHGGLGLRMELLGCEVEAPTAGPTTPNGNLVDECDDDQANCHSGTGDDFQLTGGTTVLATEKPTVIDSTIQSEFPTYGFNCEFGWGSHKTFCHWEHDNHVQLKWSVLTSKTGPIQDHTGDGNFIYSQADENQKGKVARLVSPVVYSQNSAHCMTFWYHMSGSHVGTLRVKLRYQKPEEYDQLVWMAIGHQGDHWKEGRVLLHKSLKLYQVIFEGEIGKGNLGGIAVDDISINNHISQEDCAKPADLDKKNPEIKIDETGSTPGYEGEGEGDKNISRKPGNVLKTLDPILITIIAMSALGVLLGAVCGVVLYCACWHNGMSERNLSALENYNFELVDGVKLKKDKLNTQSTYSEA
NadD inh = NadD (S. aureus) enzyme inhibition | purified NadD enzyme, colorimetric absorbance read-out | inhibition, % at 20 µM | AID 602399 | hit rate 0.78% among 360,000; in the data active means inhibition above about 26%; further: some compounds past the cut are filed as inactive
LMPTP block = blocks human LMPTP phosphatase | P24666 | recombinant LMPTP-A, OMFP fluorogenic substrate, fluorescence intensity | inhibition, % at 20 µM | hit rate 0.22% among 360,000 | AID 651560;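 active means compounds that cut the enzyme signal by at least half of the control window in the single-dose screen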;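 further: plate controls were DMSO wells with enzyme plus substrate for no effect and substrate without enzyme for full effect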
Target sequence (P24666 whole entry, looked up): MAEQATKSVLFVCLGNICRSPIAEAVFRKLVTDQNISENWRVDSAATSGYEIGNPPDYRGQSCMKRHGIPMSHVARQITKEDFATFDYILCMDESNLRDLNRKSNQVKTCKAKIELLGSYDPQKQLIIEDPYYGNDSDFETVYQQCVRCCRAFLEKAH
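Assay system: LMPTP-A, protein tyrosine phosphatase of low molecular weight / Medium: pH 6.0 Bis-Tris buffer with DTT and Triton X-100 / Schedule: 50 min enzyme reaction at room temperature, protected from light / Measured by: endpoint fluorescence intensity from OMFP dephosphorylation / Read-out basis: % inhibition relative to no-enzyme and uninhibited control wells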
SKN-1 block = C. elegans SKN-1 inhibition; C. elegans VP596 Pgst-4::GFP/RFP ratio, acrylamide-induced, 24 h; inhibition, % at 21.8 µM; hit rate 0.49% among 360,000;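 active means interference check ratio from 0.5 to 1.5 plus GFP to RFP signal ratio inhibition reaching or exceeding a fixed threshold, cut at about 30% in these data, passing the limit was not always enough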; further: some compounds called inactive have numbers as strong as hits
SUMO1-SIM PPI = SUMO1-SIM interaction modulation; P63165; SUMO1 binding to a labelled peptide, TR-FRET, 1 h; inhibition, % at 20 µM; hit rate 0.33% among 360,000; AID 602429; in the data active means inhibition above about 37%
DNMT1 block = inhibitors of human DNMT1 | AID 588458 | DNMT1 molecular beacon, Hinp1I cleavage, fluorescence | hit rate 0.83% among 360,000 | P26358 | inhibition (reported as % activation of signal), % at 10 µM; in the data active means inhibition above about 50%
Tb MetRS inh = blocks T. brucei methionyl-tRNA synthetase activity | hit rate 0.4% among 360,000 | inhibition, % at 11.9 µM | purified T. brucei MetRS, ATP depletion, Kinase-Glo luminescence;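 active means inhibition above a per-plate cutoff of the control wells' mean inhibition plus 3 SD, cut at about 5.5% in these data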;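 further: 0% = DMSO wells median and 100% = median of wells with control inhibitor compound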
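Material – parasite MetRS enzyme · Medium – HEPES-MgCl2-KCl buffer plus DTT, spermine, BSA, pyrophosphatase · Reagent – ATP, methionine and E. coli bulk tRNA substrates · Times – 15 min enzyme-compound preincubation, 2 h reaction, 10 min detection, 25 °C · Measured by – luminescence of leftover ATP · Evaluation – percent inhibition relative to median high and low control wells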
* hit, by the source's call; i = inactive; · = no result given; + = active, no number.

The opening 11 compounds (preview)
Values run as follows: Scp1 inh, STEP inh, Neddylation inh, NRP1-CendR mod, NadD inh, LMPTP block, SKN-1 block, SUMO1-SIM PPI, DNMT1 block, Tb MetRS inh
1) CN(C(=O)COc1ccccc1)C1CCS(=O)(=O)C1 (stereo unspecified)
  -4, 0, i, 6, -2, 0.0, 8, 0, 2, -0.2
2) Cc1ccc(C(=O)N/N=C\C=C\c2ccc(Br)cc2)cn1
  72*, 6, i, -1, 6, 1.0, -21, -19, 6, -0.9
3) CC1(C)Oc2ccc(C(=O)NC3CCCCC3)cc2N(CC#N)C1=O
  -7, -2, i, 6, -3, -0.2, 15, 3, 1, -0.5
4) CCCCCCCCN1C(=O)[C@H](CC(=O)NCCc2ccccc2OC)C[C@@]2(C(=O)OC)CCCCC=C12
  ·, ·, i, -5, 2, 4.2, 7, 4, ·, -0.9
5) COc1ccc(-c2csc(C(NC(C)=O)c3ccccc3)n2)cc1 (stereo unspecified)
  ·, -1, i, -1, 0, 0.0, -1, 5, 0, -0.6
6) CCOC(=O)c1c(C)[nH]c(C)c1C(=O)COC(=O)CNC(=O)c1ccc(OCC)cc1
  -10, -2, i, 7, -1, -2.5, -3, -5, -8, -0.9
7) COc1ccccc1OCC(=O)N(Cc1nnc(-c2ccccc2Cl)o1)C1CC1
  -7, 2, i, -9, -1, -0.6, 9, 1, 4, -0.3
8) Cc1ccc(S(=O)(=O)N2CCN(C(=O)COC(=O)COc3cccc(C(F)(F)F)c3)CC2)c(C)c1
  -10, -4, i, 5, -4, 4.0, -12, -3, -2, -0.6
9) NS(=O)(=O)c1ccc(CNC(=O)Cc2c(F)cccc2Cl)cc1
  -7, -1, i, 4, -2, 0.9, -3, 3, 0, -1.2
10) N#Cc1c(N)sc2c1CCN(C(=O)OCc1ccccc1)C2
  -5, 2, i, -36, 13, -0.2, 5, 3, -35, -0.5
11) CN(C)c1cccc(C(=O)OCC(=O)NC(=O)NCc2ccccc2)c1
  -8, -2, i, 5, 2, 0.3, 12, -2, -3, 0.0

All compounds of this part, from the start:
Values run as follows: Scp1 inh, STEP inh, Neddylation inh, NRP1-CendR mod, NadD inh, LMPTP block, SKN-1 block, SUMO1-SIM PPI, DNMT1 block, Tb MetRS inh
1) CN(C(=O)COc1ccccc1)C1CCS(=O)(=O)C1 (stereo unspecified)
  -4, 0, i, 6, -2, 0.0, 8, 0, 2, -0.2
2) Cc1ccc(C(=O)N/N=C\C=C\c2ccc(Br)cc2)cn1
  72*, 6, i, -1, 6, 1.0, -21, -19, 6, -0.9
3) CC1(C)Oc2ccc(C(=O)NC3CCCCC3)cc2N(CC#N)C1=O
  -7, -2, i, 6, -3, -0.2, 15, 3, 1, -0.5
4) CCCCCCCCN1C(=O)[C@H](CC(=O)NCCc2ccccc2OC)C[C@@]2(C(=O)OC)CCCCC=C12
  ·, ·, i, -5, 2, 4.2, 7, 4, ·, -0.9
5) COc1ccc(-c2csc(C(NC(C)=O)c3ccccc3)n2)cc1 (stereo unspecified)
  ·, -1, i, -1, 0, 0.0, -1, 5, 0, -0.6
6) CCOC(=O)c1c(C)[nH]c(C)c1C(=O)COC(=O)CNC(=O)c1ccc(OCC)cc1
  -10, -2, i, 7, -1, -2.5, -3, -5, -8, -0.9
7) COc1ccccc1OCC(=O)N(Cc1nnc(-c2ccccc2Cl)o1)C1CC1
  -7, 2, i, -9, -1, -0.6, 9, 1, 4, -0.3
8) Cc1ccc(S(=O)(=O)N2CCN(C(=O)COC(=O)COc3cccc(C(F)(F)F)c3)CC2)c(C)c1
  -10, -4, i, 5, -4, 4.0, -12, -3, -2, -0.6
9) NS(=O)(=O)c1ccc(CNC(=O)Cc2c(F)cccc2Cl)cc1
  -7, -1, i, 4, -2, 0.9, -3, 3, 0, -1.2
10) N#Cc1c(N)sc2c1CCN(C(=O)OCc1ccccc1)C2
  -5, 2, i, -36, 13, -0.2, 5, 3, -35, -0.5
11) CN(C)c1cccc(C(=O)OCC(=O)NC(=O)NCc2ccccc2)c1
  -8, -2, i, 5, 2, 0.3, 12, -2, -3, 0.0
12) COC(=O)[C@@]1(Cc2ccc(F)cc2)[C@H]2c3cc(C(=O)N4CCCC4)n(CCc4c[nH]c5ccccc45)c3C[C@H]2CN1C(=O)c1ccccc1
  ·, ·, i, -16, 23, 4.1, -1, 1, ·, -0.5
13) CN1CCc2ccc(NC(=O)c3ccc(C(F)(F)F)cc3)cc2C1
  -5, 2, i, -4, -5, 0.2, 2, -9, -7, -0.2
14) Cc1nn(C)cc1CN(C)C(=O)c1sc2cccc(Cl)c2c1Cl
  -7, -2, i, 13, 1, -2.4, 15, 0, -3, -0.3
15) CC1=C(C(=O)N(C(C)C)C(C)C)CC(CC(=O)NC2CCCC2)C(=O)N1Cc1ccc(C(C)(C)C)cc1 (stereo unspecified)
  ·, 1, i, 11, 1, 0.5, 8, -1, -15, -0.5
16) CCCCNc1nc2c(c(=O)[nH]c(=O)n2C)n1CCOc1ccccc1
  -1, 3, i, 5, -2, 0.6, 2, 2, 2, 0.2
17) COc1cc2c(cc1OC)CN(C(=O)CN1CCN(S(=O)(=O)c3ccc(C)c(C)c3)CC1)CC2
  36, 0, i, 1, 17, 1.2, 8, 4, -3, 0.2
18) CCCCCC(=O)N1C[C@H](O)[C@@H](n2cc(COC(=O)c3ccccc3)nn2)C[C@@H]1c1ccc(Cl)cc1
  ·, 2, i, -1, 8, 2.4, 6, -5, -2, -0.5
19) Nc1nc2n(n1)C(c1c(F)cccc1Cl)CC(c1ccc(F)cc1)N2 (stereo unspecified)
  3, -2, i, -8, 7, -0.7, 9, 1, 2, -0.1
20) Cc1cccc(N2C(=S)NC3c4ccccc4OC2(C)C3C(=O)N(C)C)c1 (stereo unspecified)
  -4, -5, i, 1, -3, -2.5, 1, 2, -4, -0.5
21) COc1ccc(-c2c(-c3cc(OC)cc(OC)c3)n(C)c3ccc(Br)cc23)cc1
  -13, 0, i, 1, 0, 3.8, 8, 1, 3, -0.1
22) CCN(CC)S(=O)(=O)c1cccc(C(=O)OCC(=O)C23CC4CC(CC(C4)C2)C3)c1
  -5, 6, i, -5, 5, 4.1, -15, -2, -6, -1.6
23) Cc1cc(C)cc(OCC(=O)Nc2cccc(-c3nnc(-c4ccco4)o3)c2)c1
  -4, 1, i, -8, -6, 5.5, -2, -4, 3, 0.1
24) CCC(C)/C(C)=N/NC(=O)c1ccccc1OCCOc1ccccc1 (stereo unspecified)
  -8, -2, i, -8, -4, -1.4, -7, 3, -1, -0.9
25) COc1ccc(C(=O)N2CCC(n3c(C)nc4cc(F)ccc43)CC2)cc1
  -7, 1, i, -13, 6, 1.3, -12, 0, -4, -0.2
26) Oc1ccc(C[C@H]2CN([C@@H](Cc3ccc(O)cc3)CN3CCC[C@@H]3CN3C(=S)NC[C@@H]3Cc3ccccc3)C(=S)N2CCc2ccccc2)cc1
  ·, -1, i, 5, 40*, 2.7, 10, 10, -39, -1.3
27) COc1ccc(C(=O)NC2CC2)cc1OC1CCN(Cc2ccc(F)cc2)CC1
  -13, 3, i, 12, -6, -0.2, -7, 0, -1, -0.3
28) COc1ccc(/C=c2\s/c(=C(/C#N)C(=O)NCc3ccco3)n(-c3ccccc3)c2=O)cc1
  -3, 1, +, -32, 24, 0.8, 0, -6, 15, -0.2
29) CC(=O)c1ccc(NC(=O)Cc2ccsc2)cc1
  -4, 0, i, 3, 3, -0.7, 12, 2, -1, -0.2
30) COc1cc(C(=O)NNC(=O)c2ccccc2Br)ccc1OCC(=O)N1CCOCC1
  -2, 2, i, -2, -5, 0.7, -13, 1, 1, 0.1

Following part
Short forms: A = Scp1 inh; B = STEP inh; C = Neddylation inh; D = NRP1-CendR mod; E = NadD inh; F = LMPTP block; G = SKN-1 block; H = SUMO1-SIM PPI; I = DNMT1 block; J = Tb MetRS inh
31	CCCC(c1nnnn1CC1CCCO1)N1CCN(c2cc(Cl)ccc2C)CC1 (stereo unspecified)
  A = -9; B = 5; C = i; D = 6; E = -1; F = 0.5; G = -13; H = 1; I = 2; J = -0.7

32	COc1cc(NC(=O)C2CCCN(S(=O)(=O)c3ccc4c(c3)CCCN4C(C)=O)C2)cc(OC)c1 (stereo unspecified)
  A = 3; B = 0; C = i; D = 2; E = -2; F = 0.6; G = -11; H = 19; I = -2; J = -0.4

33	CC1=CCC2(CO)COC(c3ccccc3O)C1C2 (stereo unspecified)
  A = 10; B = -1; C = i; D = 3; E = 0; F = 1.8; G = 27; H = -2; I = -3; J = -0.3

34	COC(=O)c1ccc(COC(=O)C2CCN(S(=O)(=O)c3c(Cl)cccc3Cl)CC2)o1
  A = -10; B = -2; C = i; D = 4; E = -5; F = 2.7; G = 16; H = 0; I = -3; J = -0.3

35	CCOC(=O)C1=C(C)NC(=O)NC1c1c(C)nn(-c2ccccc2)c1Cl (stereo unspecified)
  A = 6; B = -2; C = i; D = 6; E = 1; F = 1.1; G = -17; H = 1; I = 7; J = -0.3

36	CCOC(=O)C1=C(NC(=O)c2ccc(Br)o2)Nc2ccccc2N=C1
  A = -7; B = -2; C = i; D = 0; E = -3; F = -0.2; G = 24; H = -1; I = -1; J = -0.2

37	COc1ccc(-c2cc(C(F)(F)F)n3nc(C)cc3n2)cc1
  A = -7; B = -1; C = i; D = 4; E = -3; F = 0.7; G = 8; H = -22; I = 3; J = -0.6

38	CCCSc1nnc(-c2c[nH]c3ccccc23)n1C
  A = -8; B = 1; C = i; D = -19; E = -1; F = -0.3; G = 7; H = -2; I = 0; J = 0.4

39	CC(=O)Nc1ccc2nc(SCC(=O)N3CCOCC3)sc2c1
  A = -1; B = -1; C = i; D = -8; E = 2; F = -1.3; G = 2; H = -2; I = -7; J = -0.6

40	O=C(NCC(c1ccco1)N1CCCC1)c1cccc(S(=O)(=O)Nc2ccc(F)cc2)c1 (stereo unspecified)
  A = -5; B = -4; C = i; D = -4; E = 4; F = 1.0; G = 7; H = -1; I = -11; J = 0.0

41	CCN(CC)Cc1c(C(=O)OC(C)C)nnn1-c1nonc1N
  A = 3; B = -3; C = i; D = -10; E = 1; F = -0.3; G = -22; H = 0; I = 5; J = -0.8

42	O=C(N/N=C/c1cccnc1)c1cccs1
  A = -8; B = 2; C = i; D = 4; E = -8; F = -0.4; G = 3; H = -8; I = 1; J = -0.7

43	Cc1ccc(S(=O)(=O)N2C[C@H]3[C@H]4C(=O)N(c5ccccc5)C(=O)[C@H]4C[C@H](OC(=O)NCc4ccccc4)[C@@]3(O)C2)cc1
  A = ·; B = -4; C = i; D = -6; E = 0; F = 0.7; G = -14; H = 1; I = -9; J = 0.0

44	Cc1ccc(C(=O)CSc2nnc(CNc3ccc(C)cc3C)o2)cc1
  A = -5; B = -4; C = i; D = 12; E = 1; F = 0.8; G = 16; H = -2; I = -1; J = -0.1
